S100A4 inh HTS: S100A4-myosin IIA interaction inhibition. S100A4/TAMRA-MyoIIA peptide fluorescence polarization. inhibition, % at 10.7 µM. 0.14% of 360,000 active. AID 652163;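 active means mean inhibition of at least 70% across replicates, with every replicate also reaching that level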
Target sequence (P26447 whole entry, looked up): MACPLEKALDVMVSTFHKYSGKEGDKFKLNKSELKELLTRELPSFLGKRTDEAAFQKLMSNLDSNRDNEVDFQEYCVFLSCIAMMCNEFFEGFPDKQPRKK
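Test system: S100A4 monomer protein. Medium: HEPES buffer with Ca2+, pH 7.2. Reagent: fluorescent myosin IIA peptide, 5 nM. Compound dosing: single-point compound testing. Timing: 5 min between mix addition and reading. Benchmarks: DMSO neutral and TFP positive wells.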
EWS-Fli block: EWS/Fli transcriptional activity inhibition. A673 NR0B1-luciferase reporter, viability-normalised. inhibition, % at 12.6 µM. 0.67% of 350,000 active. AID 651661;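 active means mean inhibition of at least 50% after viability correction, with every replicate also passing that limit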;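 further: firefly luciferase signal divided by Alamar Blue viability fluorescence both relative to DMSO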
RAD54 inh: inhibitors of human RAD54 branch migration; Q92698; RAD54 Holliday junction branch migration, FAM/BHQ fluorescence; inhibition, % at 10.4 µM; 0.14% of 360,000 active; AID 602329;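 active means mean normalized replicate activity at least 40 and at least half of replicates scoring 40 or more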;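 further: 0% = median of neutral control wells and 100% = median of positive control wells; inhibitors cause a drop in the FAM fluorescence signal; in these data hits start at about 50%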
Target sequence (Q92698 whole entry, looked up): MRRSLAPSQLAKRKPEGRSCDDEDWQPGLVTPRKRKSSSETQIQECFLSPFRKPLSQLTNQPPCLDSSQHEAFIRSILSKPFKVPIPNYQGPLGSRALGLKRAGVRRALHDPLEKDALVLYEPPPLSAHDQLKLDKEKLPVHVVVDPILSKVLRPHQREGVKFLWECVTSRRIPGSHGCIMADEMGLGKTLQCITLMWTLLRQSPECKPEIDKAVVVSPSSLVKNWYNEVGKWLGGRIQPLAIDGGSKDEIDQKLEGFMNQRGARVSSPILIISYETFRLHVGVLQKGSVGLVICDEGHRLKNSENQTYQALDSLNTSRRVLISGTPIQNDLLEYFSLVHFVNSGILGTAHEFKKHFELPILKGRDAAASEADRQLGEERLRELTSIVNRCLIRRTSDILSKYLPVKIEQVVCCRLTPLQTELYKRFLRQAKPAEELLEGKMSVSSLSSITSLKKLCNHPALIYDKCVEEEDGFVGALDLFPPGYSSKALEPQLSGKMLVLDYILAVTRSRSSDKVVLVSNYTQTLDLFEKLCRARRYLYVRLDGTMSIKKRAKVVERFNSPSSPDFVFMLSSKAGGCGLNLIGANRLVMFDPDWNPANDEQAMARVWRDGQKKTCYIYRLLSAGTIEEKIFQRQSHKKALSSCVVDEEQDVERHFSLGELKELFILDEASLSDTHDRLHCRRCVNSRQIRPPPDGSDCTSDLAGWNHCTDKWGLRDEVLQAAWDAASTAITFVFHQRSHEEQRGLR
FN deposit inh: fibronectin deposition inhibition; AH1F fibroblasts, Alexa488-fibronectin deposition fluorescence, overnight; inhibition, % at 12.6 µM; 0.086% of 350,000 active;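 active means mean inhibition across replicates of 30% or more, regardless of how many single replicates reach that level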;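 further: positive control wells lacked labelled fibronectin entirely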
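material = AH1F fibroblast monolayer depositing Alexa488-labelled fibronectin into matrix | amount = 10000 AH1F cells/well | buffer or medium = DMEM plus 2% serum, read in PBS | incubation = 1 h cell adhesion before compound, then overnight fibronectin incubation | detection = fluorescence at 485 nm excitation, 525 nm emission | evaluation = percent inhibition as loss of matrix-bound fibronectin fluorescence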
E-sel inducer: E-selectin induction on HUVECs; 0.37% of 260,000 active; activation, % at 7.58 µM; HUVEC E-selectin immunofluorescence imaging; normalized: neutral wells 0, TNF-alpha wells 100; P16581;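 active means mean E-selectin-positive cell signal at least 10% of the positive control, reached in at least 60% of replicates, without over 20% cell loss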;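 further: in these data hits start at about 27%; measured in HUVEC primary endothelial cells; signal is the percent of cells scored E-selectin positive by PE staining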
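Assay system: HUVEC primary endothelial cells. Input: 3,000 HUVEC seeded per well. Doses: one compound dose added by pin transfer. Read-out basis: % PE-positive cells. Benchmarks: TNF-alpha high, DMSO low. Detection: immunofluorescence imaging. Buffer or medium: EGM-2, gelatin.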
RAD52 inh: RAD52 (human) annealing inhibition. P43351. inhibition, % at 18.7 µM. 0.46% of 360,000 active. AID 651710. recombinant RAD52 DNA annealing, FRET fluorescence;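 active means every replicate showing at least 50% inhibition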
esBAF inh: blocks esBAF chromatin remodeling in mouse ES cells. reporter increase, % at 12.5 µM. 2% of 350,000 active. Bmi1-luciferase knock-in reporter, 24 h; 100% = twice the neutral-well signal; in the data active means activation above about 40%;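 further: 0% = median of the plate's neutral control wells and 100% = double that signal; a rise in the Bmi1 reporter signal indicates esBAF inhibition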
Xi reactivation: reactivates the inactive X chromosome in mouse fibroblasts. 0.055% of 360,000 active. XiGFP mouse fibroblasts, % GFP-positive cells imaging, 3 d; cells co-treated with 5-aza-dC sensitizer; scaled so ellipticine positive control = 100%. activation, % at 7.58 µM;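 active means mean normalized replicate activation at least 10% and every replicate at or above 10%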;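 further: 0% = median of on-plate neutral control wells and 100% = ellipticine 6 µM median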
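Material: XiGFP fibroblasts, SV40-immortalized. Buffer or medium: DMEM plus 5-aza-dC sensitizer. Compound: single concentration per compound, delivered by pin transfer. Times: 3 days compound exposure. Controls: ellipticine 6 µM.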
Active calls of the source: *; · = no result given; & = joins results of further samples.

cpd	smiles	S100A4 inh HTS	EWS-Fli block	RAD54 inh	FN deposit inh
1	C[C@H]1CN([C@@H](C)CO)C(=O)c2cc(NC(=O)Cc3cn(C)c4ccccc34)ccc2O[C@@H]1CN(C)C(=O)Nc1ccc(F)cc1	6	4	3	2
2	O=C(NCCc1ccc(Cl)cc1)c1ccc2ccccc2n1	-1	-49	-6	3
3	COCCN(CCOC)C(=O)CSc1ccc(S(=O)(=O)N2CCN(C)CC2)cn1	-3	3	1	-21
4	CCCN(C)C[C@@H]1Oc2cc(-c3cccc(C#N)c3)ccc2S(=O)(=O)N([C@@H](C)CO)C[C@@H]1C	-7	14	-2	-22
5	Cc1nc2ccccc2c(=O)n1/N=C/c1cccs1	-3	-40	·	-6
6	CC(=O)N1CCN(C(=O)c2ccc(-c3ccccc3Cl)o2)CC1	2	-66	-2	1
7	O=C(C[C@@H]1C/C=C\C[C@H](NC(=O)OCC2c3ccccc3-c3ccccc32)C(=O)OC[C@H]2CCCN2C1=O)N[C@H](CO)Cc1ccccc1	-7	2	-2	3
8	Cc1ccccc1C(=O)NC1CCN(C(=O)Nc2ccccc2Cl)CC1	-1	8	·	6

cpd	E-sel inducer	RAD52 inh	esBAF inh	Xi reactivation
1	-13	-1	-1	0.1
2	·	-19	4	-0.1
3	·	-19	-7	-0.4
4	-0.5	5	-4	0.1
5	·	-7	·	0.7
6	-0.5	0	47*	0.2
7	-1.9	-35	-20	0.1
8	·	-5	·	0.0

(continued)
cpd	smiles	S100A4 inh HTS	EWS-Fli block	RAD54 inh	FN deposit inh
9	O=C(N/N=C/c1cc2c(cc1[N+](=O)[O-])OCO2)c1ccccn1	-7	-10	-10	·
10	CCC(=O)N(CC)C[C@H]1[C@H](c2ccc(-c3ccccc3)cc2)[C@@H](CO)N1C(C)=O	4	-8	-3	-12
11	CC(C)Cc1ccc(CN2CCCC(NC(=O)CSc3nncn3C)C2)cc1 (configuration not stated)	54	18	19	-15
12	C[C@@H]1CN([C@@H](C)CO)C(=O)c2cc(NS(=O)(=O)c3cn(C)cn3)ccc2O[C@@H]1CN(C)Cc1ccc(C(=O)Nc2ccccc2N)cc1	-14	2	1	·
13	CC(NC(=O)C(=O)N/N=C/c1ccc(Cl)cc1)c1ccccc1 (configuration not stated)	-6	3	·	-6
14	O=C(CSc1nnc2ccccn12)c1ccccc1	-3	-73	1	-2
15	CCOc1ccc2nc(N/C(N)=N/C(=S)Nc3cccc(OC)c3)nc(C)c2c1	-2	10	·	-7
16	C[C@@H]1CN([C@@H](C)CO)C(=O)c2cc(C#Cc3cccnc3)cnc2O[C@H]1CN(C)Cc1ccc(F)cc1	8	10	-1	·

cpd	E-sel inducer	RAD52 inh	esBAF inh	Xi reactivation
9	·	-20	3	·
10	0.0	-10	1	0.0
11	·	-21	-9	0.2
12	·	13	-4	-0.8
13	1.1	-10	·	0.2
14	-0.7	-7	36	0.0
15	0.8	-21	·	0.1
16	0.0	-9	-5	0.5

Sorted by value in S100A4 inh HTS (ascending): three from the list above.
item | smiles | S100A4 inh HTS
13 | CC(NC(=O)C(=O)N/N=C/c1ccc(Cl)cc1)c1ccccc1 (configuration not stated) | -6
14 | O=C(CSc1nnc2ccccn12)c1ccccc1 | -3
10 | CCC(=O)N(CC)C[C@H]1[C@H](c2ccc(-c3ccccc3)cc2)[C@@H](CO)N1C(C)=O | 4

Following part:
cpd	smiles	S100A4 inh HTS	EWS-Fli block	RAD54 inh	FN deposit inh
17	Cc1ccc(C)c(NC(=S)c2nc3ccccc3s2)c1	2	-6	·	·
18	O=C(COC(=O)COc1ccccc1Cc1ccccc1)Nc1cccnc1Cl	·	·	4	1
19	CCOC(=O)C1(C)CCN1C(=O)c1ccccc1C (configuration not stated)	1	7	0	5
20	CC(C)NC(=O)c1csc(COCCO)n1	1	-2	8	-3
21	COc1ccc(OC)c(/C=N/NC(=O)CNC(=O)c2ccc(S(=O)(=O)N3CCCC3)cc2)c1	-3	-1	·	15
22	CCOc1ccc(/C=N/N2C(C)CCCC2C)cc1 (configuration not stated)	-6	-19	3	-5
23	O=C(CNc1ccccc1)NN=C1CCCC1	0	-5	2	5
24	Cc1ccc(NS(=O)(=O)c2cc(C(=O)N(C)C3CCN(C)CC3)ccc2Cl)cc1Cl	5	8	-4	-2

cpd	E-sel inducer	RAD52 inh	esBAF inh	Xi reactivation
17	·	2	·	0.0
18	-0.4	·	·	-0.1
19	-0.1	-8	-8	-0.1
20	-0.2	1	-2	0.0
21	·	-5	·	-0.1
22	-0.1	-10	23	0.2
23	·	-14	5	0.1
24	-0.4	-12	6	0.1

Next records.
cpd	smiles	S100A4 inh HTS	EWS-Fli block	RAD54 inh	FN deposit inh
25	CCOc1ccc(S(=O)(=O)N(CC(=O)NCc2ccncc2)c2ccc(C)cc2)cc1	1	8	-8	5
26	C[C@H](CO)N1C[C@H](C)[C@@H](CN(C)Cc2ccc(C(=O)O)cc2)OCCCC[C@H](C)Oc2ccc(NC(=O)Nc3cccc4ccccc34)cc2C1=O	-2	-2	-2	·
27	Cc1nnc(SCC(=O)NC2CCCc3c2cnn3-c2ccc(F)cc2F)o1 (configuration not stated)	2	·	-1	9
28	COCCNC(=O)C(c1ccc(C)o1)N(C(=O)Cn1nnc2ccccc21)c1ccccc1 (configuration not stated)	4	-4	14	9
29	Cc1cc(-c2ccccc2)nc2oc3c(c12)NC(=O)CN(c1ccccc1)C3=O	-2	5	-2	-6
30	COc1ccc2c(c1)c(C(C)=O)c(C)n2-c1ccc(C(C)=O)cc1	-1	-12	-2	-1
31	CCCCCCC1(C)NC(=O)N(C(C)C(=O)Nc2ccc(N3CCOCC3)cc2)C1=O (configuration not stated)	-2	-10	-2	1
32	CCC1(C2=CCCCC2)C(=O)NC(=S)N=C1N (configuration not stated)	-68	-7	6	·

cpd	E-sel inducer	RAD52 inh	esBAF inh	Xi reactivation
25	·	-10	2	0.2
26	0.0	2	-3	0.4
27	·	-16	-6	0.1
28	·	-10	-11	-0.1
29	0.8	-13	·	0.0
30	0.0	0	-15	-0.1
31	-0.2	-4	14	0.0
32	-0.9	-31	2	0.1

Remaining list, next part
cpd	smiles	S100A4 inh HTS	EWS-Fli block	RAD54 inh	FN deposit inh
33	COc1ccc2c3c(n(C)c2c1)[C@@H](CO)N(C(=O)Nc1ccc(F)cc1)CC31CN(Cc2ccccc2F)C1	-1	-3	·	0
34	C/C=C/c1cnc2c(c1)C(=O)N([C@@H](C)CO)C[C@H](C)[C@@H](CN(C)S(=O)(=O)c1ccc(C)cc1)O2	3&-12&9	0&3&-1	-6&-5&1	-5&-4
35	CC(C(=O)Nc1ccccn1)(c1ccccc1)c1ccccc1	11	15	-3	-10
36	Cc1ccc(NNC(=O)c2cccs2)cc1Cl	1	-7	1	4
37	CO[C@H]1CN(C)C(=O)c2ccc(NS(C)(=O)=O)cc2OC[C@H](C)N(CCC(F)(F)F)C[C@H]1C	5	-4	-3	2
38	CC(C)(C)NC(=O)NC(=O)COC(=O)C1(C)CC1(Cl)Cl (configuration not stated)	-7	-2	·	-6
39	C[C@H](CO)N1C[C@H](C)[C@@H](CN(C)Cc2ccccn2)Oc2cc(C3=CCCCC3)ccc2S1(=O)=O	-5	11	-3	-5
40	CCOC(=O)C1=CCN(S(=O)(=O)c2ccc(C)cc2)C1c1ccc(C(C)C)cc1 (configuration not stated)	5	2	18	-19

cpd	E-sel inducer	RAD52 inh	esBAF inh	Xi reactivation
33	-0.1	-34	·	0.1
34	0.0&0.0	-11&-8&13	-2&5&6	-0.1&-1.2
35	·	2	4	0.1
36	0.4	-10	·	0.1
37	-0.2	-3	0	0.0
38	·	-14	·	0.1
39	0.1	13	-5	0.0
40	0.1	-4	-1	0.1

Next part
cpd	smiles	S100A4 inh HTS	EWS-Fli block	RAD54 inh	FN deposit inh
41	O=C(NC1CCCC1)N1CC(=O)N2[C@H](CO)[C@H](c3ccc(C4=CCCC4)cc3)[C@@H]2C1	-32	-1	·	-2
42	O=C(N/N=C/c1cccnc1)c1ccccc1OCc1ccc(Br)cc1	4	-3	8	8
43	C[C@H]1CN([C@@H](C)CO)C(=O)c2cc(C#CC3CCCC3)cnc2O[C@H]1CN(C)C(=O)Nc1ccccc1	-21	-2	-5	-12
44	COc1ccccc1NCC(=O)c1ccc(C)c(C)c1	4	-24	-6	7
45	CCCC#Cc1ccc([C@@H]2[C@H](CO)N3CCCCN(Cc4ccncc4)C[C@@H]23)cc1	0	16	2	·
46	CCN(C(=O)COC(=O)Cn1c(C)csc1=O)c1c(N)n(Cc2ccccc2)c(=O)[nH]c1=O	-1	-12	-5	17
47	CC1(C(=O)Nc2ccc3ccccc3c2)CC1(Br)Br (configuration not stated)	-9	10	·	·
48	Cc1ccc(S(=O)(=O)N2CCN(CCc3ccccc3)CC2)c(C)c1	-5	-25	-6	-6

cpd	E-sel inducer	RAD52 inh	esBAF inh	Xi reactivation
41	0.1	-2	·	0.3
42	·	-7	-2	0.0
43	0.4	-9	-1	-0.6
44	0.4	-1	1	0.0
45	0.0	-14	3	0.3
46	-0.1	-3	5	0.2
47	·	-5	·	0.0
48	-0.1	-4	-2	0.3

(continued)
cpd	smiles	S100A4 inh HTS	EWS-Fli block	RAD54 inh	FN deposit inh
49	CC(NC(=O)CN(Cc1ccccc1)S(=O)(=O)c1ccccc1)c1cccnc1 (configuration not stated)	-8	-5	-2	0
50	Cc1ccccc1NC(=O)c1c(C)cc(=O)oc1C	-9	-7	17	-2
51	CC1CCN(C(=O)CNC(=O)Cc2ccccc2)CC1	-6	-20	3	0
52	CN1CCN(C(=O)C[C@H]2CC[C@@H]3[C@H](COC[C@@H](O)CN3C(=O)C3CCCC3)O2)CC1	-22	0	0	-4
53	COc1ccc(CN(C)C[C@@H]2Oc3ccc(NC(=O)CCC(F)(F)F)cc3CC(=O)N([C@H](C)CO)C[C@H]2C)cc1	3	11	-11	·
54	Cc1noc(NS(=O)(=O)c2ccc(NC(=O)Cc3ccc([N+](=O)[O-])cc3)cc2)c1C	-14	4	-1	4

cpd	E-sel inducer	RAD52 inh	esBAF inh	Xi reactivation
49	0.0	-13	6	0.1
50	0.0	0	5	0.0
51	0.0	-6	15	0.1
52	0.0	-45	-2	0.0
53	0.8	13	-1	0.0
54	0.3	-8	-4	0.1
